Source: PubChem (NCI)
NCI-60 one-dose screen, 48 h, at 10 µM unless noted. Numbers give growth in % (100 = growth as untreated, 0 = no growth, -100 = all killed).
OVCAR-3 = OVCAR-3 ovarian cancer; AID 1794787; 79,000 tested, 7% active
DU-145 = DU-145 prostate cancer. AID 1794760. 81,000 tested, 4.2% active
OVCAR-5 = OVCAR-5 ovarian cancer; 82,000 tested, 2.9% active
OVCAR-8 = OVCAR-8 ovarian cancer | 81,000 tested, 4.4% active
SK-OV-3 = SK-OV-3 ovarian cancer cells; 80,000 tested, 3.2% active; AID 1794785
U251 = U251 CNS tumor cells. AID 1794753. 80,000 tested, 5.4% active
OVCAR-4 = OVCAR-4 ovarian cancer cells; 80,000 tested, 3.7% active; AID 1794784
SF-268 = SF-268 CNS cancer cells; 82,000 tested, 3.1% active; AID 1794759
PC-3 = PC-3 prostate cancer cells | 80,000 tested, 3.9% active
Numbers without * were called inactive; / = no result given; & = joins results of further samples; ! = a repeat was not active; [ ] = another dose, or the depositor's remark. Rule for the calls: active = growth percent below 10; inactive = the rest.

Under each structure: PC-3	SK-OV-3	OVCAR-4	U251	OVCAR-5	DU-145	OVCAR-8	SF-268	OVCAR-3
> O=C1NC(c2ccc(Cl)c(Cl)c2)=C/C1=C\c1cccc([N+](=O)[O-])c1
    105	101	84	70	103	104	91	87	99
> CC(=O)OCC(=O)[C@@]1(O)CC[C@H]2[C@@H]3CCC4=CC(=O)CC[C@]4(C)[C@H]3[C@@H](O)C[C@@]21C
    84	85	87	105	67	99	96	94	104
> CS(=O)(=O)c1nccc(-c2c(-c3ccc(OCCN4CCCC4)cc3)nc3sccn23)n1
    96	110	94	103	96	114	105	110	111
> O=C1c2ccccc2-c2c1c1ncccc1c(=O)n2C[C@H](O)CO
    /	75	107	88	102	110	94	92	109
> CCOC(=O)C1=C(C)N(C)C(=O)N(C)C1c1ccccc1 (stereo not given)
    93	94	103	99	84	107	104	108	99
> CCN(CC)c1ccc(/C=C2\SC(=S)N(NC(=O)CSc3nnc(Cc4ccccc4Nc4c(Cl)cccc4Cl)n3-c3ccccc3)C2=O)cc1
    /	101	100	98	98	103	99	97	106
> COc1cc(N/C=C2/CC(C(=O)NCc3ccc(Cl)cc3Cl)NC2=O)cc(OC)c1OC (stereo not given)
    108	103	103	111	101	107	114	112	114
> COc1ccc(C2CC(c3cccs3)=NN2c2ccc(S(=O)(=O)NC(=O)Nc3ccc(C)cc3)cc2)cc1 (stereo not given)
    86	78	106	94	115	102	100	96	98
> COc1cc(C)c2cc(Cc3ccccc3)ccc2n1
    91	91	115	101	113	108	97	99	110
> Nc1cc(-c2c[nH]c3ccc(Br)cc23)nc2cc(-c3c[nH]c4ccc(Br)cc34)nn12
    14	116	41	-48*	8.0*	24	24	28	23
> CCOC(=O)C1=C(C#N)C(=C(C#N)C#N)NC1(C)O (stereo not given)
    81	85	108	101	107	108	88	94	111
> C/C(=N\NC(N)=S)c1ccc(Nc2nc(SC(C)C)nc(-c3ccccc3)c2C#N)cc1
    59	90	58	32	76	71	31	55	67
> C#CCN=C(NN)NS(=O)(=O)c1c[nH]ccc1=S
    95	110	103	96	94	121	99	98	147
> Nc1cccc(N=Nc2c(S(=O)(=O)O)cc3cc(Nc4ccc5c(O)c(N=Nc6cccc(N)c6)c(S(=O)(=O)O)cc5c4)ccc3c2O)c1
    100	99	98	99	104	111	100	99	/
> O=C(NC1CCCc2ccccc21)c1cc2c([nH]c1=O)CCC2 (stereo not given)
    90[50 µM]	88[50 µM]	92[50 µM]	93[50 µM]	99[50 µM]	104[50 µM]	100[50 µM]	93[50 µM]	101[50 µM]
> Cc1ccc(F)cc1N/C=c1\s/c(=C(\C#N)C(=O)Nc2ccccc2)n(-c2ccccc2)c1=O
    74	78	-27*	74	73	54	54	69	99
> COC(C)CCO (stereo not given)
    94	107	105	107	105	124	101	108	112
> COC(=O)c1cnc(Sc2cc(C(F)(F)F)cc(C(F)(F)F)c2)nc1C(F)(F)F
    90	98	91	85	110	102	91	96	94
> CCCCCCCCCCN
    96	100	111	98	106	109	95	106	108
> Cc1ccc(NC(=O)[C@H]2C[C@@H]2CN2CCN(C)CC2)cc1Nc1nccc(-c2cccnc2)n1
    97	96	108	100	99	100	112	94	99
> O=S(=O)(Cc1ccccc1)c1nc2ccccc2s1
    80	101	64	92	102	87	89	79	79
> CN1CCN(Cc2ccc(NC(=O)c3[nH]ncc3Nc3ncnc4[nH]ccc34)cc2)CC1
    5.0*	18	-22*	7.2*	12	3.8*	6.6*	-6.7*	-58*
> C=CC(=O)N1CC=C(c2cc3c(N[C@H](C)c4ccccc4)ncnc3[nH]2)CC1
    83	47	72	95	37	40	86	63	70
> CCCCCCN(CCCCCC)N=O
    94	102	/	/	98	114	106	103	112
> O=[N+]([O-])c1ccc(N/N=C(\c2ccccc2)c2ccc(O)cc2O)c([N+](=O)[O-])c1
    98	102	111	99	101	102	94	106	109
> C[C@@H]1N=C(c2ccc(Cl)cc2)Nc2nc3ccccn3c2C1=O
    90	75	109	93	109	100	90	87	84
> Cc1cc2ccccc2n1/C=C/C1=[N+](C)c2ccccc2C1(C)C
    61	84	57	50	85	93	55	86	53
> S=c1ccc2ccccc2[nH]1
    96&86	101&98	108&104	98&97	105&102	111&115	99&102	100&107	107&114
> COc1ccc(-c2cc(-c3nc4cc(Cl)c(Cl)cc4[nH]3)[nH]n2)cc1
    41	94	85	69	97	93	/	95	43
> O=C(C(c1ccccc1)c1ccccc1)N1CCN(S(=O)(=O)c2ccccc2)CC1
    86	106	96	106	101	105	103	97	111

Given tab-delimited: entries from further up
smiles	PC-3	SK-OV-3	OVCAR-4	U251	OVCAR-5	DU-145	OVCAR-8	SF-268	OVCAR-3
CN1CCN(Cc2ccc(NC(=O)c3[nH]ncc3Nc3ncnc4[nH]ccc34)cc2)CC1	5.0*	18	-22*	7.2*	12	3.8*	6.6*	-6.7*	-58*
C=CC(=O)N1CC=C(c2cc3c(N[C@H](C)c4ccccc4)ncnc3[nH]2)CC1	83	47	72	95	37	40	86	63	70
CCCCCCN(CCCCCC)N=O	94	102	/	/	98	114	106	103	112
O=[N+]([O-])c1ccc(N/N=C(\c2ccccc2)c2ccc(O)cc2O)c([N+](=O)[O-])c1	98	102	111	99	101	102	94	106	109

(listing goes on)
Under each structure: PC-3	SK-OV-3	OVCAR-4	U251	OVCAR-5	DU-145	OVCAR-8	SF-268	OVCAR-3
> O=C(/C=C/Nc1cc(-c2ccccc2)nn1-c1ccccc1)c1ccc(Cl)cc1
    58	92	97	102	94	100	99	90	112
> CCOC(=O)NC(C)C
    82	117	107	106	90	120	103	109	112
> Nc1nc(Cl)nc(Cl)n1
    99	104	102	105	111	107	101	105	111
> COc1cc(C2C3=C(COC3=O)N(CCO)c3cc4c(cc32)CCC4)cc(OC)c1OC (stereo not given)
    21	-32*	23	7.2*	8.0*	-24*	32	22	-33*
> CNC1=C([N+](=O)[O-])C(c2ccc(OC)cc2)C(C#N)=C(c2cccs2)O1 (stereo not given)
    101	110	100	101	108	113	103	101	99
> c1ccc(-c2oc(-c3ccccc3)c3ccccc23)cc1
    83	116	/	99	112	90	102	102	124
> COc1ccc(C2=NN(c3ccccc3)C(c3ccc(OCc4ccc(Cl)cc4)c(OC)c3)C2)cc1OC (stereo not given)
    95	92	96	95	104	106	98	92	107
> COc1ccc(C2NC(=O)C(C#N)c3c2sc2c(F)cccc32)cc1 (stereo not given)
    52	63	71	47	86	68	70	62	0.6*
> Cc1ccc(Sc2oc(-c3ccccc3)nc2C(=O)O)cc1
    108	89	114	98	101	120	103	102	107
> CCOC(=O)C1=CSC2=NC3=C(CCC/C3=C\c3ccc(Cl)cc3)C(c3ccc(Cl)cc3)N12 (stereo not given)
    101	95	95	/	103	93	94	91	100
> N#CC(=Nc1ccccc1)Nc1ccccc1
    102	105	111	95	98	90	94	107	114
> O=C1CCCCCCCCCCCN1
    97	112	102	100	105	105	102	101	107
> CCOC(=O)c1nocc1CCCOc1ccc(C(=O)NCc2ccccc2Cl)cc1C
    106	/	104	100	102	102	79	96	91
> CCCCCCCCCC(=O)c1ccccc1
    106	106	97	97	106	114	96	103	104
> O=[N+]([O-])c1cc([N+](=O)[O-])c(N2CCCC2)cc1NN=C(c1ccc(O)cc1)c1ccc(O)cc1
    /	40	82	68	38	96	-45*	77	90

An excerpt from above in order of formula weight, falling:
Under each structure: PC-3	SK-OV-3	OVCAR-4	U251	OVCAR-5	DU-145	OVCAR-8	SF-268	OVCAR-3
> CCOC(=O)c1nocc1CCCOc1ccc(C(=O)NCc2ccccc2Cl)cc1C
    106	/	104	100	102	102	79	96	91
> CNC1=C([N+](=O)[O-])C(c2ccc(OC)cc2)C(C#N)=C(c2cccs2)O1 (stereo not given)
    101	110	100	101	108	113	103	101	99
> c1ccc(-c2oc(-c3ccccc3)c3ccccc23)cc1
    83	116	/	99	112	90	102	102	124
> O=C1CCCCCCCCCCCN1
    97	112	102	100	105	105	102	101	107
> CCOC(=O)NC(C)C
    82	117	107	106	90	120	103	109	112

Following part.
Under each structure: PC-3	SK-OV-3	OVCAR-4	U251	OVCAR-5	DU-145	OVCAR-8	SF-268	OVCAR-3
> CCCCC(CC)COC(=O)c1nn(C(C)=O)c2cc(F)c(F)cc12 (stereo not given)
    103	109	103	100	108	109	104	104	108
> OC1(C2(O)CCCC2)CCCCC1
    87	103	/	98	107	107	102	115	114
> COc1ccc(-c2nn(Cc3ccccc3)c3c2-c2oncc2CC3)cc1OC
    87	137	87	93	103	97	89	104	113
> O=C(COc1ccc(/C=C2\C(=O)Nc3ccccc32)cc1)Nc1ccccc1
    89	105	99	103	107	104	98	103	/
> O=Cc1ccc(Cl)c2ccccc12
    97	106	113	101	98	111	104	110	117
> CCN(CC)C1CCC(N)CC1 (stereo not given)
    104&97	115&102	101&103	101&102	105&113	105&105	105&95	101&98	115&104
> COc1ccc(-c2n[nH]nc2-c2cc3ccccc3s2)cc1O
    16	15	52	16	38	25	28	37	16
> O=C(Cc1ccc(CCC(=O)c2ccccc2O)cc1)Nc1ccccc1
    76	90	90	92	107	102	98	96	101
> Cc1cnc(C(=O)Nc2nc3ccc(S(=O)(=O)Nc4ccc(C(C)(C)C)cc4)cc3[nH]2)cn1
    21	43	46	19	35	12	29	48	-14*
> N#C/C(=C\c1ccccc1[N+](=O)[O-])C(=O)O
    89	130	102	98	110	114	97	107	109
> C=CCSC(SCC=C)c1ccc(Cl)cc1
    82	114	92	101	102	107	101	104	116
> Clc1nn2c(Cn3cnc4c(Nc5ccccc5)ncnc43)nnc2c2ccccc12
    85	92	77	87	123	91	79	86	91
> CSC(N)=Nc1ccc(Cl)cc1
    94	120	104	103	104	99	101	96	97
> CC1=C(CCN2CCCCC2)C(=O)N2N=C(c3ccc(Cl)cc3)SC2N1 (stereo not given)
    109	108	103	95	105	104	102	99	107
> O=C(NNc1ccc(F)cc1)c1ccc(Cc2n[nH]c(=O)c3cccnc23)cc1
    96	107	105	95	94	114	95	102	108
> COc1cc2c(c(OC)c1OC)-c1cc(I)c(O)cc1[C@@H](NC(C)=O)CC2
    29	/	37	7.4*	49	17	13	8.9*	18
> CN(/N=C/c1ccccc1O)C(=O)c1ccccc1N
    100	110	104	98	103	113	104	114	114
> CC(=O)c1cc2ccccc2c2ccccc12
    99	108	108	98	101	/	110	99	107
> CCCCCCCCCCCCSC(=O)C(Cl)(Cl)Cl
    92	120	110	98	101	122	104	121	120
> COc1cccc(NC(=O)c2ccc(C(=O)Nc3cccc(OC)c3)cc2)c1
    67	97	112	100	99	117	102	110	111
> O=[N+]([O-])c1cnc(N2CCN(CC3CC3)CC2)nc1N1CCN(CC2CC2)CC1
    /	111	95	98	92	101	104	88	99
> C=C(C)[C@@H]1CC[C@]2(C(=O)NC(C)=O)CC[C@]3(C)[C@H](CC[C@@H]4[C@@]5(C)CCCNC(C)(C)[C@@H]5CC[C@]43C)[C@@H]12
    27	69	34	-42*	68	25	18	61	-34*
> COc1ccc(N=C2c3ccccc3-c3ccccc32)cc1
    81	103	93	89	91	83	89	71	90
> N#Cc1c(-c2ccc(Cl)cc2)nc(N/N=C/c2cccc(Br)c2)nc1N1CCOCC1
    61	109	96	/	82	59	101	89	95
> CC(C)(C)c1cc(NC(=O)Nc2ccc(-c3cn4c(n3)sc3cc(OCCN5CCOCC5)ccc34)cc2)no1
    15&23	28&45	3.5*!	0.4*	61&56	46&36	-9.6*!	23&37	-43*!
> NC(=O)CC1C=C(Br)C(=O)C(Br)=C1
    /	113	123	120	100	113	103	95	90
> NC(=O)c1cnc2ccc(-c3csc(N)n3)cc2c1Nc1ccc(Cl)cc1
    101	105	/	/	116	107	109	100	96
> CC(=O)CN(C(C)=O)c1ccccc1
    103	103	117	99	94	125	100	107	99
> c1nc(N2CCCCC2)c2[nH]cnc2n1
    100	88	110	99	101	107	101	100	105
> CCCCc1nc(/C=C/C(=O)C2C(=O)N(C)C(=O)N(C)C2=O)c(Cl)[nH]1
    94	100	101	104	114	114	101	107	101
> Cc1cc(C)c(-c2c(N)cc(Br)cc2Br)c(N)c1
    63	32	74	37	85	71	84	76	65
> O=c1cc(-c2ccccc2)[nH]c2ncc(-c3ccc(F)cc3)n12
    57	82	94	56	94	95	89	81	54
> Cc1cc(N(CCNc2ccnc3cc(Cl)ccc23)Cc2ccc3c(c2)OCO3)nc(N2CCN(C)CC2)n1
    48	67	36	-22*	97	38	20	29	27
> Nc1nc2c3ccncc3cc(-c3cccc(Cl)c3)c2c2cnccc12
    20	62	66	29	61	41	24	50	55
> Cc1nc2cc(O)c(O)cc2cc1Oc1ccc(NC(=O)c2ccc(Cl)c(Cl)c2)cc1
    78	93	87	93	112	101	97	99	109
> CCOc1ccc(C2=CC(=O)C=CC2=O)cc1
    85	83	98	93	120	112	98	106	84
> COc1cc(/C=C2\CCc3ccccc3C2=O)cc(OC)c1OC
    73	103	75	/	99	99	94	96	94
> O=C(O)c1cc(N=Nc2ccc(-c3ccc(N=Nc4c(S(=O)(=O)O)cc5ccc(Nc6ccccc6)cc5c4O)cc3)cc2)ccc1O
    96	98	102	103	109	109	107	93	103
> CC(C)C(=O)NC(c1ccco1)c1ccc2cccnc2c1O (stereo not given)
    99	100	82	83	98	91	91	81	83
> CC1(C)Cc2c(Br)c(Br)c(Br)c(OCC(O)CN3CCN(c4ccccn4)CC3)c2O1 (stereo not given)
    49	102	112	82	102	106	89	79	/
> CCN1C(=O)NC(c2ccccc2)C1=O (stereo not given)
    94	104	113	100	102	112	95	95	109
> CCn1cc(C2=C(c3cccc4ccccc34)C(=O)NC2=O)c2cc(Br)ccc21
    85	59	106	77	126	103	95	104	79
> CC(CCO)CCC(Br)C(C)(C)Br (stereo not given)
    102	96	100	102	107	105	106	103	108

Outcome played no part in choosing rows. About 9.5% of those tested had a hit in this group.
